C-LANA FP – blocks KSHV LANA C-terminal domain binding to DNA | MBP-C-LANA/FAM-LBS DNA binding, fluorescence polarization | 0.078% of 340,000 active | inhibition, % at 9 µM;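 active means highest replicate inhibition at or above 60% at 9 µM, even if other replicates fall short; inactive means all replicates below 60% inhibition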;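 further: 0% = neutral control wells and 100% = 4 µM acridine orange control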
Arrestin-AP2 inh – blocks beta-arrestin peptide binding to AP2 adaptin. FITC-arrestin peptide / GST-AP2 beads, flow cytometry; AP2 beta2 appendage carries R879A mutation. inhibition, % at 10 µM. 0.31% of 340,000 active. AID 504490;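 active means inhibition above a set limit, near 3 SD of compounds lacking own fluorescence, cut at about 54% in these data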;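 further: plate controls were DMSO wells for no effect and 5 µM unlabelled arrestin peptide for full effect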
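Material – AP2 appendage R879A on GSH beads · Buffer or medium – PBS with 0.05% Tween 20 and 0.1% BSA · Probe or stimulus – fluorescein-tagged arrestin peptide at 50 nM final · Incubation – compound with beads 12 min RT, then probe 1 h RT · Detection – high-throughput flow cytometry of beads, ex 488, em 535 nm · Evaluation – percent response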
CAL PDZ FP-1 – inhibitors of human CAL PDZ peptide binding | purified CAL PDZ, TMR-peptide fluorescence polarization, 1 h | inhibition, % at 20 µM | 0.02% of 330,000 active | AID 504414;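 active means highest replicate inhibition of at least 40%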;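 further: plate controls were DMSO neutral control wells for no effect and unlabeled competitor peptide control wells for full effect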
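Control set: unlabelled peptide and DMSO controls / Material: purified CerCALP PDZ construct / Timing: 1 h incubation at room temperature before polarization reading / Doses: 20 µM, one dose / Detection: fluorescence polarization (mP)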
CAL PDZ FP-2 – blocks peptide binding to the human CAL PDZ domain. Q9HD26. purified CAL PDZ, TMR-peptide fluorescence polarization, 1 h. inhibition, % at 24.9 µM. 0.92% of 300,000 active. AID 602252;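 active means mean inhibition of at least 30% with at least half of replicates also reaching 30%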;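 further: 0% = DMSO neutral control and 100% = excess unlabeled competitor peptide PRC23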
DAGLB inh – diacylglycerol lipase beta (human) inhibition. inhibition, % at 5.17 µM. AID 504411. 0.059% of 340,000 active. HEK293T DAGLB membrane lysate, EnzChek fluorogenic substrate; in the data active means inhibition above about 34%;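 further: 0% = enzyme with vehicle and 100% = wells lacking enzyme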
NSD2 HMT inh – inhibitors of human histone methyltransferase NSD2. O96028. NSD2 peptide methylation, AlphaScreen, 120 min. inhibition, % at 12.5 µM. 0.54% of 310,000 active; in the data active means inhibition above about 50%
DSG3 Ab inh – human desmoglein-3 autoantibody binding inhibition; DSG3-coupled beads, scFv-anti-DSG3-GFP binding, flow cytometry; hits give low values; binding (percent of control), % at 10 µM; 0.48% of 310,000 active; AID 588358;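 active means binding more than 3 SD below its plate's average and above zero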;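 further: hits lower antibody fragment binding to DSG3; some compounds called inactive have numbers as strong as hits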
Target sequence (P32926 whole entry, looked up, the tested form may be a part): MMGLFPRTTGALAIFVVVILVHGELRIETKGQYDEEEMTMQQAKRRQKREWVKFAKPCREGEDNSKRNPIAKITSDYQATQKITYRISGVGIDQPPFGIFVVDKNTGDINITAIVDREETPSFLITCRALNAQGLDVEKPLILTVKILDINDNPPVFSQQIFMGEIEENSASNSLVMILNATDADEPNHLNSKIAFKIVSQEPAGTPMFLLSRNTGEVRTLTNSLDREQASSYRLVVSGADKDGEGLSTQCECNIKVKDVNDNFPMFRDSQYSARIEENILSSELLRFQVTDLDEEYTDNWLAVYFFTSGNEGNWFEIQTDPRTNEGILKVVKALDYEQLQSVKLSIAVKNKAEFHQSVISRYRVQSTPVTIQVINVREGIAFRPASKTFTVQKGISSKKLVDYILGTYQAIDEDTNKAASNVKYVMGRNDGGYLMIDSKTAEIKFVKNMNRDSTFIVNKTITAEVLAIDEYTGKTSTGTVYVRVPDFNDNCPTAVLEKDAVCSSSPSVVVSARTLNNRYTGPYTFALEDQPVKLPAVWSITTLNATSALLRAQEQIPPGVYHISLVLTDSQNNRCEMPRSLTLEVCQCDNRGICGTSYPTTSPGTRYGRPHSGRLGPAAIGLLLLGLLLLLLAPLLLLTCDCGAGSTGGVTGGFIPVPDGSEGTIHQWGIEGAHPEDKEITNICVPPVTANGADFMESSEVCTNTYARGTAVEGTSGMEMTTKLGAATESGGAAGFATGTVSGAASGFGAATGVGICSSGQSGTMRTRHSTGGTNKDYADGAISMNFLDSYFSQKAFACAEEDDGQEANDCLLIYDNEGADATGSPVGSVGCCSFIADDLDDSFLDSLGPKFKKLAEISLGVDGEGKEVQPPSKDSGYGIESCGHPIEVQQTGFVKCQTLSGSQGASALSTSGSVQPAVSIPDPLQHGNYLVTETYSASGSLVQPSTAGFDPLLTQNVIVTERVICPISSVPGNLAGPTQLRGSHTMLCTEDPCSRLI
RTF Ca sens inh – cardiac RTF calcium desensitization. inhibition, % at 7.15 µM. P19429+P45379. IANBD-labeled cardiac RTF, Ca2+ fluorescence. 0.12% of 340,000 active;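 active means inhibition above the mean inhibition of all tested compounds plus 3 SD, cut at about 17% in these data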;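 further: assay run at fixed EC70 calcium of 1.6 mM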
V-ATPase pH – alters yeast V-ATPase proton transport | S. cerevisiae, pHLuorin cytosolic pH fluorescence | 0.37% of 350,000 active | response, % at 10 µM; in the data active means response mostly above about 7.3%, no sharp cut-off; inactive means mostly below about 5.4%; further: actives read high; inactives centre near 0; some compounds called inactive have numbers as strong as hits
Keap1-Nrf2 PPI – inhibitors of human Keap1-Nrf2 protein-protein interaction; 0.15% of 340,000 active; inhibition, % at 9.4 µM; Keap1 Kelch-Nrf2 peptide fluorescence polarization, 1536-well; Q14145; in the data active means inhibition above about 12%;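 further: human Keap1 Kelch domain with fluorescein labeled Nrf2 9mer peptide probe; 0% = neutral control wells and 100% = peptide positive control; higher means more block of Keap1 binding to Nrf2 peptide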
Numbers without * were called inactive; · = no result given. The list is partial; rates above refer to the full screens.

SMILES	C-LANA FP	Arrestin-AP2 inh	CAL PDZ FP-1	CAL PDZ FP-2	DAGLB inh	NSD2 HMT inh	DSG3 Ab inh	RTF Ca sens inh	V-ATPase pH	Keap1-Nrf2 PPI
O=C(CSc1nnc(-c2cccnc2)n1-c1ccc(F)cc1)NCc1ccc2c(c1)OCO2	-2.7	3	-1.9	0	0	0	110	-15	4	2
COc1ccc(N(CC(=O)NC2CCCCC2)C(=O)CNC(=O)c2ccco2)cc1	1.2	18	0.7	1	-2	1	104	0	1	2
O=C(CNCc1ccccc1Cl)Nc1ccc2c(c1)OCCO2	3.8	0	-3.0	1	-11	-1	110	-1	-1	-4
CN(CC(=O)N(C)CC(=O)Nc1c(Cl)cccc1Cl)Cc1ccc(Br)s1	-1.9	4	-1.9	-2	-1	5	·	-1	2	-4
Cc1cccc(OCc2ccc(C(=O)Nc3cc(C)on3)o2)c1	-0.6	24	0.3	-1	-5	-5	107	0	-4	0
O=C(NCCN1CCCC1)c1ccc(Cn2c(=S)[nH]c3cc4c(cc3c2=O)OCO4)cc1	0.4	-1	-2.2	-1	3	2	·	-10	0	-12
O=C(c1cc(-c2cccc(O)c2)on1)N1CCOCC1	-0.8	-1	-0.8	-3	0	·	106	-4	-2	-3
Cn1cc(-c2ccccc2C(=O)O)c(=O)c2ccccc21	-0.7	12	1.0	-1	-1	8	97	-11	1	-1
NC(=O)c1ccc(C(=O)c2ccc([N+](=O)[O-])cc2)cc1	0.9	1	-0.8	-3	-3	-2	·	-2	2	2
O=C1Nc2ccccc2C1(c1ccccc1)c1ccccc1	1.2	-10	·	-4	-5	-1	105	-6	-1	1
CC(C)(C)c1csc(NC(=O)Cc2ccc(S(=O)(=O)N3CCOCC3)s2)n1	3.3	-7	-3.0	-1	0	-3	95	-12	4	1
Cc1ccsc1C(=O)NC(C)c1ccccc1 (stereo not given)	0.4	19	-1.7	-4	0	21	·	-9	1	-1
COCCCNc1nc(N)c([N+](=O)[O-])c(NCc2ccccc2)n1	0.9	1	-0.4	-6	-3	1	100	-11	0	-1
O=C(c1ccco1)N1CCCN(Cc2nc(-c3cccs3)no2)CC1	-3.5	38	-0.2	-2	0	0	103	10	-2	-3
Cc1c(NC(=O)C2CCN(S(=O)(=O)c3ccccc3)CC2)c(=O)n(-c2ccccc2)n1C	-0.3	11	0.8	-1	2	0	108	-5	-2	2
CCCc1nnc(NC(=O)C2CCN(C(=O)C3CC(=O)N(c4ccc(C)cc4)C3)CC2)s1 (stereo not given)	0.2	13	-0.3	-3	1	2	109	-5	3	1
CCn1c2c(c3cc(C(=O)O)ccc31)CCCC2=O	-0.7	-2	-0.6	0	-1	-2	·	-2	2	-3
Cc1ccc(NC(=O)COc2cccc(-n3cnnn3)c2)cc1[N+](=O)[O-]	-1.4	-8	-2.9	-6	0	-3	·	12	1	1
COc1ccc(C(=O)NCC(=O)OCC(=O)NCCC2=CCCCC2)cc1	0.6	15	0.3	2	-2	0	98	2	-3	2
COc1ccc(N(CC(=O)NC2CCCC2)S(=O)(=O)c2ccc(NC(C)=O)cc2)cc1	-0.7	24	-1.3	1	2	0	108	10	-3	2
COc1ccc(C)c(-n2c(N)cc(=O)n(Cc3ccccc3)c2=O)c1	1.7	25	-0.2	-2	-4	1	112	0	3	-2
CCc1ccc(S(=O)(=O)N2CCCC(N3CCN(c4ccc(OC)cc4)CC3)C2)cc1 (stereo not given)	-1.5	4	-2.3	3	-4	8	108	-2	1	-5
CCCC(c1nnnn1CCc1ccccc1)N1CCN(C2CCCC2)CC1 (stereo not given)	4.2	-4	-0.2	-4	0	·	·	10	-5	3
N#Cc1nc(COc2ccccc2)oc1NCCN1CCOCC1	0.2	9	-1.6	1	1	1	111	-8	-3	2
O=C(Cn1[nH]c(=O)c2ccccc2c1=O)OCC(=O)N1CCc2ccccc2C1	-1.3	-2	-1.6	·	2	3	·	-3	-3	3
Cc1cc(C)cc(Oc2coc3c(CN(C)C)c(O)ccc3c2=O)c1	3.1	-12	·	-4	5	3	101	2	-4	-4
CCCS(=O)(=O)N1CCCC(C(=O)NCCCN(CC)c2cccc(C)c2)C1 (stereo not given)	0.0	15	0.1	-2	-2	2	109	-4	1	2
COc1ccc(/C=C(\C#N)C(=O)OCC(=O)Nc2c(C)cccc2C)cc1	1.6	-3	-2.8	-1	4	-3	99	5	0	-2
O=C(C[n+]1cc(Br)cc(Br)c1)c1ccccc1	-0.9	11	-2.8	-1	-3	-2	97	-5	-3	-2
Cc1ccc(C(C(=O)NC2CCCC2)N(Cc2ccco2)C(=O)CCC(=O)Nc2ccccn2)cc1 (stereo not given)	-0.9	28	0.4	0	1	4	99	-2	-1	-4
COc1ccc2nc(NC(=O)Nc3cccc4ccccc34)sc2c1	-0.2	3	-1.2	-3	1	-1	99	-8	-1	-3
CCc1ccc(Nc2ccc(C(N)=O)cc2[N+](=O)[O-])cc1	1.4	-3	-1.8	1	14	3	86	2	1	-8
NC(=O)C[C@H]1NC(=O)[C@H](CCC(=O)O)NC(=O)c2cc([N+](=O)[O-])cc(I)c2NCCC[C@@H](C(N)=O)NC1=O	0.9	-3	0.3	-1	7	·	106	-12	-3	5
CCCn1c(NC(=S)Nc2ccccc2)nc2ccccc21	-3.9	63*	1.0	0	7	-1	97	4	-1	3
Cc1ccc(Nc2ncnc(Cl)c2N)cc1	-0.4	-1	0.0	2	-3	1	95	-7	-2	-3
CN(CC(=O)Nc1cccc(F)c1)C(=O)CNC(=O)Cc1cccc2ccccc12	0.8	6	-3.5	-5	1	-1	101	5	4	4
Cn1c(N)c(C(=O)COc2ccc(C#N)cc2)c(=O)n(C)c1=O	0.4	-9	-0.4	1	-1	-3	109	-5	3	-1
Cc1ccc(/C=N/NC(=O)CCn2nc(C)cc2C)c(C)c1	-0.6	-1	-1.1	-1	-1	-5	107	9	-1	-3
Cc1cc(C)n2c(Br)c(CSc3nc4ccccc4o3)nc2n1	1.4	17	-8.2	3	1	·	·	-16	-1	-6
O=C(Nc1ccccc1)c1nc[nH]c1C(=O)NCCCCCCNC(=O)c1[nH]cnc1C(=O)Nc1ccccc1	-2.5	1	-0.2	-1	2	·	90	-10	0	0

Given in markdown: entries from further up
| compound | C-LANA FP | Arrestin-AP2 inh | CAL PDZ FP-1 | CAL PDZ FP-2 | DAGLB inh | NSD2 HMT inh | DSG3 Ab inh | RTF Ca sens inh | V-ATPase pH | Keap1-Nrf2 PPI |
| --- | --- | --- | --- | --- | --- | --- | --- | --- | --- | --- |
| CCc1ccc(S(=O)(=O)N2CCCC(N3CCN(c4ccc(OC)cc4)CC3)C2)cc1 (stereo not given) | -1.5 | 4 | -2.3 | 3 | -4 | 8 | 108 | -2 | 1 | -5 |
| CCCC(c1nnnn1CCc1ccccc1)N1CCN(C2CCCC2)CC1 (stereo not given) | 4.2 | -4 | -0.2 | -4 | 0 | · | · | 10 | -5 | 3 |
| N#Cc1nc(COc2ccccc2)oc1NCCN1CCOCC1 | 0.2 | 9 | -1.6 | 1 | 1 | 1 | 111 | -8 | -3 | 2 |
| O=C(Cn1[nH]c(=O)c2ccccc2c1=O)OCC(=O)N1CCc2ccccc2C1 | -1.3 | -2 | -1.6 | · | 2 | 3 | · | -3 | -3 | 3 |
| Cc1cc(C)cc(Oc2coc3c(CN(C)C)c(O)ccc3c2=O)c1 | 3.1 | -12 | · | -4 | 5 | 3 | 101 | 2 | -4 | -4 |
| CCCS(=O)(=O)N1CCCC(C(=O)NCCCN(CC)c2cccc(C)c2)C1 (stereo not given) | 0.0 | 15 | 0.1 | -2 | -2 | 2 | 109 | -4 | 1 | 2 |
| COc1ccc(/C=C(\C#N)C(=O)OCC(=O)Nc2c(C)cccc2C)cc1 | 1.6 | -3 | -2.8 | -1 | 4 | -3 | 99 | 5 | 0 | -2 |
| O=C(C[n+]1cc(Br)cc(Br)c1)c1ccccc1 | -0.9 | 11 | -2.8 | -1 | -3 | -2 | 97 | -5 | -3 | -2 |
| Cc1ccc(C(C(=O)NC2CCCC2)N(Cc2ccco2)C(=O)CCC(=O)Nc2ccccn2)cc1 (stereo not given) | -0.9 | 28 | 0.4 | 0 | 1 | 4 | 99 | -2 | -1 | -4 |
| COc1ccc2nc(NC(=O)Nc3cccc4ccccc34)sc2c1 | -0.2 | 3 | -1.2 | -3 | 1 | -1 | 99 | -8 | -1 | -3 |
| CCc1ccc(Nc2ccc(C(N)=O)cc2[N+](=O)[O-])cc1 | 1.4 | -3 | -1.8 | 1 | 14 | 3 | 86 | 2 | 1 | -8 |
| NC(=O)C[C@H]1NC(=O)[C@H](CCC(=O)O)NC(=O)c2cc([N+](=O)[O-])cc(I)c2NCCC[C@@H](C(N)=O)NC1=O | 0.9 | -3 | 0.3 | -1 | 7 | · | 106 | -12 | -3 | 5 |
| CCCn1c(NC(=S)Nc2ccccc2)nc2ccccc21 | -3.9 | 63* | 1.0 | 0 | 7 | -1 | 97 | 4 | -1 | 3 |
| Cc1ccc(Nc2ncnc(Cl)c2N)cc1 | -0.4 | -1 | 0.0 | 2 | -3 | 1 | 95 | -7 | -2 | -3 |
| CN(CC(=O)Nc1cccc(F)c1)C(=O)CNC(=O)Cc1cccc2ccccc12 | 0.8 | 6 | -3.5 | -5 | 1 | -1 | 101 | 5 | 4 | 4 |

Shown with two lines to a compound: entries from further up.
Screens in order: C-LANA FP	Arrestin-AP2 inh	CAL PDZ FP-1	CAL PDZ FP-2	DAGLB inh	NSD2 HMT inh	DSG3 Ab inh	RTF Ca sens inh	V-ATPase pH	Keap1-Nrf2 PPI
CCCC(c1nnnn1CCc1ccccc1)N1CCN(C2CCCC2)CC1 (stereo not given)
    4.2	-4	-0.2	-4	0	·	·	10	-5	3
N#Cc1nc(COc2ccccc2)oc1NCCN1CCOCC1
    0.2	9	-1.6	1	1	1	111	-8	-3	2

(cont.)
SMILES	C-LANA FP	Arrestin-AP2 inh	CAL PDZ FP-1	CAL PDZ FP-2	DAGLB inh	NSD2 HMT inh	DSG3 Ab inh	RTF Ca sens inh	V-ATPase pH	Keap1-Nrf2 PPI
CC1(C)CC(C(=O)Nc2ccccc2)C(=O)O1 (stereo not given)	1.5	10	-1.1	·	-1	0	115	-2	-1	-3
N#Cc1c(-c2ccccc2)nc(N2CCOCC2)[nH]c1=O	-1.1	0	-0.8	-2	0	·	103	-19	1	1
Cc1cccc(OC(C)C(=O)Nc2cc(Cl)ccc2-n2cncn2)c1 (stereo not given)	0.0	-3	-0.2	-9	-3	2	103	-2	1	2
CC(C)Cn1cc(C(=O)N2CCOCC2)c2c3ccccc3n(C)c2c1=O	0.1	8	-0.3	-6	-1	-3	104	-5	1	2
COc1cccc(C(=O)NCC(=O)N/N=C/c2cccnc2)c1	-1.0	24	-2.4	-1	-3	-2	·	0	-2	1
COc1ccc(N(C(=O)CCl)C(C(=O)NCCc2ccccc2)c2cccs2)cc1Cl (stereo not given)	0.7	14	0.2	-2	14	0	109	8	-4	-2
O=C(NCC(c1ccco1)N1CCCC1)c1sc2cc(F)ccc2c1Cl (stereo not given)	-1.4	-8	-1.6	2	-4	-1	136	-4	8.6*	-1
O=C(NNc1nc2ccccc2s1)Nc1ccc(F)cc1	-0.7	16	0.3	0	-1	1	92	-16	0	-2

Screening results (PubChem)
